Screening results from PubChem BioAssay.
FUS suppressor: FUS proteinopathy suppression in yeast; S. cerevisiae FUS-expressing, growth rescue, OD600, 24 h; Potency, µM (series often up to 76.6 µM), without a hit: at the top dose growth rescue (activation), actives largely listed as activators; 0.24% of 390,000 active; AID 1347120;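 also: potency is read from the fitted curve at half-maximal effect; plate controls were DMSO vehicle for no effect and reference control for full effect; nearly all actives have a fitted effect of over 55% in size; some results filed as inactive show a strong effect at the top dose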
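Steps: raffinose overnight preculture; dilution to OD 0.005 in 2% galactose minimal medium; compound addition (concentration series); 24hr at 30C, 99% humidity; absorbance read at 600 nm.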
EPAC1 ag: activates human EPAC1 exchange factor; O95398; EPAC1 agonist qHTS, biochemical assay; response scale: 100% = response to 6.5 mM cAMP; Potency, µM (doses to about 154 µM), inactives show at the highest dose activation, most hits filed as activators; 0.073% of 360,000 active; AID 720707; also: potency is read from the fitted curve at half-maximal effect; nearly all actives have a fitted effect of over 60% in size
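Nucleotide exchange assay: 100 nM EPAC1 with 250 nM Rap1B loaded with BODIPY-GDP and 50 uM GDP, room temperature. Fluorescence (480/540 nm) read every 5 min for 30 min; signal change normalized to 6.5 mM cAMP as full agonist.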
WRN helicase inh: inhibitors of human WRN helicase | WRN helicase unwinding, fluorescent forked duplex, kinetic | Potency, µM (top dose mostly 114 µM), for the others: at the highest dose activity change, negative = inhibition, usual class: inhibitors | AID 651768 | 0.46% of 360,000 active; also: potency is read from the fitted curve at half-maximal effect; % is scaled to controls: 0 for no effect and ±100 for the full control effect; nearly all actives have a fitted effect of over 55% in size
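Screening of the MLSMR collection measured strand separation of a quenched forked DNA duplex (100 nM) by 20 nM WRN with 2 mM ATP, all final. Compounds were preincubated with enzyme 15 min at room temperature.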
EPAC1 antag: antagonists of human EPAC1; O95398; EPAC1 GEF assay, Rap1b-BODIPY-GDP exchange fluorescence; Potency, µM (titrated, usually from 115 µM), without a hit: top-dose activity change, negative = inhibition, hits mostly inhibitors; 0.14% of 360,000 active; AID 720709;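 also: potency is read from the fitted curve at half-maximal effect; plate controls were vehicle for no effect and positive control for full effect; nearly all actives have a fitted effect of over 50% in size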
Abeta yeast res: restores growth of yeast expressing A-beta42 peptide. yeast expressing A-beta42, growth rescue, OD600, 48 h; response scale: 0% DMSO, 100% iron-clioquinol control. 0.063% of 410,000 active. Potency, µM (titrated, usually from 46.1 µM), without a hit: at the highest dose growth rescue, actives largely listed as activators; also: potency is read from the fitted curve at half-maximal effect; nearly all actives have a fitted effect of over 55% in size
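Yeast A-beta toxicity model in growth medium with pinned compounds, 48 h at 30 C; growth read as absorbance at 600 nm. Normalized to FeCl3/clioquinol equimolar mix (positive) and DMSO (negative).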
PI5P4Ka inh: PI5P4K alpha (human) kinase inhibition | AID 652105 | max response, % | PI5P4Kalpha enzyme, ADP-Glo luminescence, 60 min; hits give low values | P48426 | 1.2% of 330,000 active; active = max response of -50% or lower; inconclusive = between -30% and -50%; inactive = -30% or higher; also: value at the top dose of about 77 µM; % is scaled to controls: 0 for no effect and ±100 for the full control effect
Target sequence (P48426 whole entry, looked up): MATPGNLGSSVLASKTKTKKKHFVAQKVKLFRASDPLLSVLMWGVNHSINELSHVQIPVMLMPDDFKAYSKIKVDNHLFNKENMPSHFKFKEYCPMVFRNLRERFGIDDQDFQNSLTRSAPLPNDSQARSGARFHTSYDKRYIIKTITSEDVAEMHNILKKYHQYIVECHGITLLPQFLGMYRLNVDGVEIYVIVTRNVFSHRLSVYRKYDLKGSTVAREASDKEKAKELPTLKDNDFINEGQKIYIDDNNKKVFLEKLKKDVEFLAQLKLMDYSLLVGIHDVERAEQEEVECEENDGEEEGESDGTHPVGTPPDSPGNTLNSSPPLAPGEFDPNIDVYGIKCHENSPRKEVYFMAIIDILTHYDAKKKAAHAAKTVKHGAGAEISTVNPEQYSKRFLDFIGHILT
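Quantitative HTS of the MLSMR library against PI5P4Kalpha with substrate. ATP added last at 5 microM final; room temperature, 60 minutes. Remaining ATP depleted, ADP converted and read as luminescence.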
IL-2 act: activates IL-2 in a cell-based reporter assay; IL-2 activation reporter assay, cell-based qHTS; stimulated with anti-CD3/CD4/CD28 beads; in transgenic mouse T cells; activation, % (series mostly up to about 46 µM); 0.065% of 360,000 active; in the data active = activation above about 50%; inconclusive = mostly about 30% to 49%; also: 0% is about no effect
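Screening format: compound pinned onto unstimulated transgenic mouse T cells, 60 min incubation, then anti-CD3/anti-CD4/anti-CD28 bead stimulation for 18 hours at 37 degrees C, followed by EGFP and DsRed detection.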
PLK1 PBD block: blocks phosphopeptide binding to human PLK1 polo-box domain; 2.8% of 360,000 active; Plk1 PBD binding of FITC phosphopeptide, fluorescence polarization; P53350; Potency, µM, inactives show max response, negative = inhibition, usual class: inhibitors; AID 720504; also: potency is read from the fitted curve at half-maximal effect; series mostly up to about 57 µM; % is scaled to controls: 0 for no effect and ±100 for the full control effect; nearly all actives have a fitted effect of over 65% in size
Target sequence (P53350 whole entry, looked up, the tested form may be a part): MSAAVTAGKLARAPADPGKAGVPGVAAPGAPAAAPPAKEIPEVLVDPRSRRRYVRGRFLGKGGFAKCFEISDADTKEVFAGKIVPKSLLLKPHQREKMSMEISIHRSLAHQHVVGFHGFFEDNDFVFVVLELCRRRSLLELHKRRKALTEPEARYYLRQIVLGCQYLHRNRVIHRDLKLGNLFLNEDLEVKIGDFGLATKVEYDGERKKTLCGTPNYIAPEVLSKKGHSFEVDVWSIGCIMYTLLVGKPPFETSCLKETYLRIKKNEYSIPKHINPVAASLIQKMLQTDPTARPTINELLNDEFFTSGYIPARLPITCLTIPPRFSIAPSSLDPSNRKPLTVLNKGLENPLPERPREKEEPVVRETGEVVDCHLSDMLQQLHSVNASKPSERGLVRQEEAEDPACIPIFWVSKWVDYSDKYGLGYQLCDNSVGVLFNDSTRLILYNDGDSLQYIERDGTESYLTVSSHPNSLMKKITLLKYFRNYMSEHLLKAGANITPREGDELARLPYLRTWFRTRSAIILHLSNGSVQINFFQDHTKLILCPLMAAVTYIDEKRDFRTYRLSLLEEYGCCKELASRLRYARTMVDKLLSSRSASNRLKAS
* marks the source's active call; other numbers are inactive results; ? = inconclusive; / = no result given; & = joins results of further samples; [ ] = dose if it differs, or a comment. Unless noted, calls follow the shape of the dose curve; as a rule, active = well fitted curve in the direction sought with a large enough effect; inconclusive = small, poorly fitted or top-dose-only effect, or another doubt; inactive = no such curve, though single readings can be large; an effect the other way counts as inactive or inconclusive. An unsorted share of the library; about 4.1% have a hit in one of these screens.

SMILES	FUS suppressor	EPAC1 ag	WRN helicase inh	EPAC1 antag	Abeta yeast res	PI5P4Ka inh	IL-2 act	PLK1 PBD block
COc1ccc(-n2c(O)c(/C=N/NS(=O)(=O)c3ccc(C)cc3)c3ccccc3c2=O)cc1OC	?	6%	40µM*	27%	-11%	-14	24	29%
COc1ccc(N2CCN(C(=O)CCS(=O)(=O)c3ccc(C)cc3)CC2)cc1	23%	5%	-31%	-13%	3%	-4	-4.7	-20%
Cc1ccc(-c2nnn3c2nc(Cl)c2ccccc23)cc1	-1%	2%	6%	2%	-10%	0	0.7	4%
C=CCN(c1ccccc1)S(=O)(=O)c1ccc2[nH]cc(C(=O)NCCOC)c(=O)c2c1	-23%	-1%	-4%	-16%	-3%	1	1.4	-6%
COCCCNC(=O)/C(C#N)=C/c1ccc(F)cc1	-11%	8%	-1%	-8%	?	3	-3.0	-16%
CCn1c(SCC(=O)Nc2cc(C)on2)nnc1-c1ccco1	11%	-6%	10%	6%	-10%	0	-0.6	-1%
COc1ccc(S(=O)(=O)N(C)CC(=O)NCc2cccnc2)cc1	-12%	-7%	-3%[57.1 µM]	-2%	-9%	2	-0.2	-8%
COc1cccc(/C=N/NC(=O)c2c(C)nc3ccc(Cl)cn23)c1OC	-30%	-7%	-15%	-24%	-1%	-3	-0.6	-6%
COc1ccc(-c2noc(CCC(=O)NCc3cc(Br)ccc3OC)n2)cc1	-17%	-12%	-22%[57.1 µM]	4%	0%	1	0.0	-5%
CCOC(=O)c1cnn(-c2ncnc3sc(CC)cc23)c1N	3%	4%	-1%	5%	4%	-1	0.2	-7%
CCOc1ccc(N(CC(=O)NCC2CCCO2)C(=O)CCC(=O)Nc2ccccn2)cc1 (centres undefined)	-13%	0%	3%	11%	7%	0	0.6	-18%
CC(=O)Nc1c(C)ccc(CNC(=O)COc2cc(C)ccc2C)c1C	17%	7%	-3%	12%	5%	-10	-4.8	-14%
CCc1nc2scc(-c3ccccc3)c2c(=O)n1N	9%	-3%	-8%	-4%	-17%	-20	-0.2	-24%
CC1(C(=O)Nc2ccc3[nH]ncc3c2)CCN1C(=O)Cc1ccc(-c2ccccc2)cc1 (centres undefined)	?	7%	-8%	-19%	-3%	-2	-0.5	-14%
COc1ccc2c(C)cc(SCC(=O)Nc3ccc(Cl)cn3)nc2c1	/	3%	-15%	0%	-2%	-25	-2.5	-11%
Cc1ccccc1OCC(=O)Nc1ccc(Cc2ccncc2)cc1	12%	3%	-5%	-6%	-7%	-10	-2.8	-20%
COC(=O)C1=C(C)NC(C)=C(C(=O)OC(C)C)C1c1cccc2nonc12 (centres undefined)	-3%&7%	-12%	-4%	-11%	12%	2	0.1	8%
Cc1cccc(C)c1Nc1c(-c2ccc(N3CCOCC3)cc2)nc2cnccn12	28%	8%	-5%	-20%	?	4	-1.8	-7%
COc1ccccc1-c1cc(C(F)(F)F)nc(N2CCOCC2)n1	30%	6%	6%	-3%	4%	/	-2.6	0%
CC(C)NC(=O)C1(C)CCCN1Cc1ccccc1 (centres undefined)	-21%	0%	1%[57.1 µM]	-9%	-1%	-9	-0.1	-15%
CN(c1ccccc1)S(=O)(=O)c1ccc(C(=O)Nc2nnc(C3CC3)o2)cc1	-27%	7%	-12%	-3%	11%	-2	2.2	6%
CCOc1ncccc1C(=O)OCC(=O)Nc1cc(C(C)(C)C)ccc1OC	1%	-6%	-29%	-17%	27%	2	-0.3	-8%
CCCc1c(O)nc(SCCN(CC)CC)[nH]c1=O	2%	2%	1%	-15%	13%	1	-1.3	-6%
CC(=O)Nc1ccc(Nc2ccc([N+](=O)[O-])cn2)cc1	22%	-2%	-4%	-1%	14%	-1	-0.3	-4%
CC(=O)Nc1ccc(NS(=O)(=O)c2cc(-c3cnc(C4CC4)o3)ccc2C)cc1	-4%	-12%	-6%	-10%	-22%	-12	-0.1	-5%

7 of the compounds above, with two lines to a compound.
Order of results: FUS suppressor, EPAC1 ag, WRN helicase inh, EPAC1 antag, Abeta yeast res, PI5P4Ka inh, IL-2 act, PLK1 PBD block
COCCCNC(=O)/C(C#N)=C/c1ccc(F)cc1
→ -11%, 8%, -1%, -8%, ?, 3, -3.0, -16%
COc1ccc(-c2noc(CCC(=O)NCc3cc(Br)ccc3OC)n2)cc1
→ -17%, -12%, -22%[57.1 µM], 4%, 0%, 1, 0.0, -5%
COc1ccc(S(=O)(=O)N(C)CC(=O)NCc2cccnc2)cc1
→ -12%, -7%, -3%[57.1 µM], -2%, -9%, 2, -0.2, -8%
Cc1cccc(C)c1Nc1c(-c2ccc(N3CCOCC3)cc2)nc2cnccn12
→ 28%, 8%, -5%, -20%, ?, 4, -1.8, -7%
CCOC(=O)c1cnn(-c2ncnc3sc(CC)cc23)c1N
→ 3%, 4%, -1%, 5%, 4%, -1, 0.2, -7%
COC(=O)C1=C(C)NC(C)=C(C(=O)OC(C)C)C1c1cccc2nonc12 (centres undefined)
→ -3%&7%, -12%, -4%, -11%, 12%, 2, 0.1, 8%
CCc1nc2scc(-c3ccccc3)c2c(=O)n1N
→ 9%, -3%, -8%, -4%, -17%, -20, -0.2, -24%

An excerpt from above in order of their number in EPAC1 antag, largest number first.
canonical_smiles | EPAC1 antag
CCOc1ccc(N(CC(=O)NCC2CCCO2)C(=O)CCC(=O)Nc2ccccn2)cc1 (centres undefined) | 11%
Cc1cccc(C)c1Nc1c(-c2ccc(N3CCOCC3)cc2)nc2cnccn12 | -20%
COc1cccc(/C=N/NC(=O)c2c(C)nc3ccc(Cl)cn23)c1OC | -24%

Fetched by compound from the list above:
SMILES	FUS suppressor	EPAC1 ag	WRN helicase inh	EPAC1 antag	Abeta yeast res	PI5P4Ka inh	IL-2 act	PLK1 PBD block
CCOc1ncccc1C(=O)OCC(=O)Nc1cc(C(C)(C)C)ccc1OC	1%	-6%	-29%	-17%	27%	2	-0.3	-8%
COC(=O)C1=C(C)NC(C)=C(C(=O)OC(C)C)C1c1cccc2nonc12 (centres undefined)	-3%&7%	-12%	-4%	-11%	12%	2	0.1	8%
COc1cccc(/C=N/NC(=O)c2c(C)nc3ccc(Cl)cn23)c1OC	-30%	-7%	-15%	-24%	-1%	-3	-0.6	-6%

The listing continues:
SMILES	FUS suppressor	EPAC1 ag	WRN helicase inh	EPAC1 antag	Abeta yeast res	PI5P4Ka inh	IL-2 act	PLK1 PBD block
Cc1ccc(-n2nc3c(c2NC(=O)CC(C)C)CS(=O)C3)cc1 (centres undefined)	-11%	-34%[inhibitor]	4%	8%	0%	-5	-3.5	-1%
CCOc1ccc(S(=O)(=O)NCc2ccccn2)cc1NC(=O)c1ccccc1F	5%	2%	-8%	-7%	9%	-6	0.2	1%
CCn1c(SCC(=O)NNC(=O)c2ccc(C)cc2)nnc1C1CC1	12%	-2%	6%	-8%	5%	2	0.1	-5%
COc1c(C(=O)Nc2c(C)n(C)n(-c3ccccc3)c2=O)ccc2ccccc12	5%	4%	-2%	-22%	-19%	-1	-1.5	-10%
S=C(NCCC(c1ccccc1)c1ccccc1)Nc1ccccc1Cl	-1%	20%	7%	9%	0%	1	0.3	-11%
Cn1cc(S(=O)(=O)Nc2ccc(Br)cc2F)c(=O)n(C)c1=O	-20%	2%	-14%	0%	-2%	0	1.3	-12%
Cc1ccc(N2CCN(/N=C/c3cccnc3)CC2)cc1	19%	0%	12%	6%	-4%	6	0.0	-21%
NS(=O)(=O)c1cc(C(=O)OCC(=O)Nc2ccccc2[N+](=O)[O-])ccc1Cl	8%	9%	-5%	-6%	14%	6	-0.9	-1%
CC(=O)Nc1cccc(NC(=O)Cc2nc(-c3ccccc3)sc2-c2ccc(C)cc2)c1	17%	11%	-10%	-5%	3%	6	-2.6	-11%
COc1ccc(-c2c(C)oc3cc(O)cc(O)c3c2=O)cc1OC	2%	-7%	1%	-7%	18%	-2	-1.8	0%
CC(C)CC(=O)O/N=C1\C(=O)N(c2ccccc2)c2ccccc21	1%	1%	4%	-12%	-5%	5	-0.7	30µM*
C#CCOCCOCCOCCNc1nc(N2CCN(C(=O)CCCCCCCCCCNC(=O)[C@H]([C@@H](C)CC)n3cc(CCCCN=C(N)N)nn3)CC2)nc(N2CCN(C(=O)CCCCCCCCCCNC(=O)[C@H](CCCCN)n3cc(C)nn3)CC2)n1	11µM*	0%	28µM*	?	-41%[inhibitor]	-89*	-0.8	-23%
COc1cc(OC)cc(-c2nnc(SCc3c(F)cccc3Cl)o2)c1	4%	9%	-18%	-1%	4%	/	-1.9	-16%
CN1C(=S)SC(/[N+]([O-])=C/c2c(F)cccc2Cl)C1(C)C (centres undefined)	-21%	1%	-28%	3%	13%	4	1.0	-5%
CCCCCN(C(=O)NC(=O)NC(C)CC)S(C)(=O)=O (centres undefined)	3%	2%	-11%[57.1 µM]	2%	6%	/	-0.8	-1%
Cc1ccc(S(=O)(=O)Cc2ccc(C(=O)O)o2)cc1	/	-6%	45µM*	1%	0%	-26	-0.1	19µM*
Cc1cc(NC(=O)C2CC(=O)N(c3ccc(F)cc3)C2)no1 (centres undefined)	4%	1%	2%	19%	7%	1	-0.2	-1%
Cc1cc(SCC(=O)NC(=O)NCc2ccco2)nc2c(C)cccc12	?	8%	-21%	10%	-12%	/	-0.9	?
Cc1ccnc(NS(=O)(=O)c2ccc(NS(=O)(=O)c3ccccc3)cc2)n1	29%	3%	-14%	19%	11%	/	-1.5	2%
CCN1C(=O)[C@@H]2Cc3c([nH]c4ccccc34)C(c3ccc(OC)cc3)N2C1=S (some centres undefined)	?	-13%	2%	?	-35%[inhibitor]	-1	27	9%
Cc1ccccc1C(=O)Nc1ccnn1C1CCN(Cc2ccc(CO)o2)CC1	13%	-5%	-4%	11%	12%	1	-1.1	-9%
